USP2a block – USP2a (human) protease inhibition; Potency, µM (titrated, usually from 38.3 µM), inactives show at the highest dose activity change, negative = inhibition, most hits filed as inhibitors; AID 463254; hit rate 0.01% among 330,000; USP2 core, Ub-CHOP2 coupled fluorogenic reporter, 485/531; O75604;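 further: potency means the concentration at half of the fitted maximal effect; plate controls were DMSO wells for no effect and full inhibition by NEM control for full effect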
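USP2 core (10nM final) preincubated 30min RT with compound in 20mM Tris-HCl pH 8.0, 2mM CaCl2, 2mM beta-mercaptoethanol, 0.05% CHAPS; 25nM Ub-CHOP2 plus 25nM reporter substrate added, fluorescence (Ex485/Em531) read after 60min.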
p53 reactivation – restores transcriptional activity of mutant p53; H1299 p53-A138V BP100-luciferase reporter, luminescence, 24 h; Potency, µM (top dose mostly 92.2 µM), for the others: top-dose activity change, positive = activation, most hits filed as activators; hit rate 0.063% among 320,000; further: potency means the concentration at half of the fitted maximal effect; % of control where 0% means no effect; nearly all actives have a fitted effect of over 45% in size
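p53-null H1299 cells stably carrying temperature-sensitive p53-A138V and a BP100-luciferase reporter were pinned with compounds (4-point, 1:5 series) and held 24 hrs at 37 deg C. Luminescence was read 10 min after detection reagent.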
B2AR arrestin – beta2AR (human) beta-arrestin recruitment activity; P07550; beta-arrestin recruitment to beta2AR, cell-based reporter; Potency, µM (top dose mostly 46.1 µM), for inactives: top-dose activation, hits mostly activators; hit rate 0.02% among 330,000; AID 492947;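 further: potency means the concentration at half of the fitted maximal effect; 0% = DMSO controls and full agonism = EC100 isoproterenol or metaproterenol; nearly all actives have a fitted effect of over 65% in size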
uPA surface inh – inhibitors of cell surface uPA generation. cell surface uPA generation assay, qHTS. Potency, µM (titrated, usually from 38.3 µM), inactives show top-dose activity change, negative = inhibition, actives largely listed as inhibitors. hit rate 0.31% among 330,000. AID 540303; active means well fitted inhibition curve with a large enough effect; inconclusive means small, poorly fitted or top-dose-only effect; inactive means no such curve, though single readings can be large or run the other way; tested in mouse RAW 264.7 cells; further: potency means the concentration at half of the fitted maximal effect; on the % scale 0 is the no-effect control and ±100 the full control effect; nearly all actives have a fitted effect of over 55% in size
TSG101-PTAP inh – blocks PTAP/TSG101 interaction to inhibit HIV-1 budding. Fluorescence polarization, FITC-PTAP peptide / Tsg101 binding. Potency, µM (series often up to 115 µM), for the others: at the top dose activity change, negative = inhibition, hits mostly inhibitors. 340,000 tested, under 10 active. AID 493005; active means well fitted inhibition curve with a large enough effect in the main read-out, with a control signal flat, not every such curve was filed as active; inconclusive means small, poorly fitted or top-dose-only effect, or effect the other way, or a change in a side signal; inactive means no such curve, though single readings can be large or run the other way; further: potency means the concentration at half of the fitted maximal effect; % of control where 0% means no effect
Target sequence (Q99816 whole entry, looked up): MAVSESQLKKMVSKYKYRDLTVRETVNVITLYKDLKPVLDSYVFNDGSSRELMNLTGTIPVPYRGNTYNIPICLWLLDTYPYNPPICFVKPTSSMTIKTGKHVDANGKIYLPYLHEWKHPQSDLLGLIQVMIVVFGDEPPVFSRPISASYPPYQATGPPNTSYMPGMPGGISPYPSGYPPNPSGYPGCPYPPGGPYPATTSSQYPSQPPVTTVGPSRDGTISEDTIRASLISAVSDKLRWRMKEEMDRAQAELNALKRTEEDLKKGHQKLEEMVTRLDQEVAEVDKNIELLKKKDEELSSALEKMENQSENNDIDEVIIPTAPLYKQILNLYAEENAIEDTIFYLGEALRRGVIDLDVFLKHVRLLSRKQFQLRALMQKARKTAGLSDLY
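Tsg101 binding domain (10 uM final) was mixed with compound and a FITC-labeled PTAP peptide (50 nM final) in HEPES pH 7.5 buffer with NaCl, Tween 20, EDTA and TCEP; fluorescence polarization was read after 20 min at r.t.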
TRPV1 agonist – agonists of human vanilloid receptor 1 (TRPV1) | activation, % at 8.33 µM | hit rate 0.19% among 320,000 | TRPV1-expressing cells, Fluo-8 calcium influx, agonist mode; in the data active means activation above about 80%; inconclusive means between about 30% and that limit; further: 0% is about no effect
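TRPV1-expressing cells were cultured overnight at 35.5C and loaded with Fluo-8 calcium dye for 40 to 90 min at room temperature. After a 10 s baseline, compound was added and calcium influx was read kinetically for 3 min (ex 480/em 520 nm).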
Integrin act MD – activators of alpha7 integrin expression for muscular dystrophy | alpha7betagal myoblasts, beta-gal FDG fluorescence, 48 h | Potency, µM (highest dose often 38.3 µM), without a hit: at the top dose activation, hits mostly activators | hit rate 0.064% among 350,000 | AID 624291;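 further: potency means the concentration at half of the fitted maximal effect; 100% = response of the positive control SU9516; nearly all actives have a fitted effect of over 60% in size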
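Alpha7betagal+/- myoblasts (passage 13) were plated 16-24 hr, then exposed to compounds (1:260 dilution of DMSO stock) for 48 hours at 37C. After MPER lysis, β-galactosidase reporter activity was read as FDG fluorescence (ex 480/em 540) after 30 minutes.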
ASM inhibitor – blocks human secretory acid sphingomyelinase | P17405 | placental ASM, HMU-PC fluorogenic substrate, 60 min | Potency, µM (highest dose often 57.5 µM), without a hit: top-dose activity change, negative = inhibition, hits mostly inhibitors | hit rate 0.006% among 340,000; further: potency means the concentration at half of the fitted maximal effect
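Fluorogenic HMU-PC substrate (9 uM final) is turned over by placental ASM in 60 min at 37 C after a 10 min compound preincubation. Reaction ended by alkaline stop (pH 10), with fluorescence read at 386/447 nm.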
ELG1 genotoxic – induces genotoxicity in HEK293T cells with luciferase-tagged ELG1. Potency, µM (highest dose often 46 µM), without a hit: at the highest dose activity change, positive = activation, actives largely listed as activators. hit rate 1.3% among 330,000. HEK293T ELG1-luciferase reporter, luminescence, 16 h. AID 504466; further: potency means the concentration at half of the fitted maximal effect; % of control where 0% means no effect; nearly all actives have a fitted effect of over 60% in size
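Cells (2,000/well) expressing the ELG1-luciferase fusion are dosed by pin tool and kept 16 hr at 37 °C, 5% CO2. Signal comes from ONE-Glo luciferase reagent after 30 min at room temperature.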
Eya2 phos inh – Eya2 (human) phosphatase inhibition. recombinant Eya2, OMFP fluorescence dephosphorylation (OMFP is methylfluorescein phosphate). hit rate 0.006% among 330,000. Potency, µM (titrated, usually from 76.9 µM), for the others: at the top dose activity, negative = inhibition, usual class: inhibitors; further: potency means the concentration at half of the fitted maximal effect; on the % scale 0 is the no-effect control and ±100 the full control effect
Target sequence (O00167 whole entry, looked up): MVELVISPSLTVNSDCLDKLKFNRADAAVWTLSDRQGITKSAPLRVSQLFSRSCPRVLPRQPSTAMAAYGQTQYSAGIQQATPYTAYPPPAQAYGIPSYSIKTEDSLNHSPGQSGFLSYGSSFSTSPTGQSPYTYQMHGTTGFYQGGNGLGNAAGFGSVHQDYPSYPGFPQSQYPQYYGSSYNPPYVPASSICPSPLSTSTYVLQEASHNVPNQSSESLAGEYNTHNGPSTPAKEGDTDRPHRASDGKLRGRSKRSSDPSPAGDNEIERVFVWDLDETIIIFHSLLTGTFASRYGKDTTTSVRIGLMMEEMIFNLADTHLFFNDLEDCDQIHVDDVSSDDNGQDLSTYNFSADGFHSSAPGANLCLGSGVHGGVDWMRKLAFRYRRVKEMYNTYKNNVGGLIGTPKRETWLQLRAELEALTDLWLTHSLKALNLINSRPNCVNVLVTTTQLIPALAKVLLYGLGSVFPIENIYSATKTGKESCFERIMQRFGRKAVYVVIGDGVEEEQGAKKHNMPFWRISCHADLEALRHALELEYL
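Eya2 (0.2 uM) preincubated 10 min at ambient with compound, then OMFP substrate added at 50 uM; 10 min reaction in 50 mM HEPES pH 7.5, 50 mM NaCl, 5 uM MgCl2, 0.05% BSA, 1 mM DTT. Fluorescence read at Ex 485/Em 525 nm.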
BRCA1 expr up – BRCA1 expression activation | MCF7-BRCA1-FFLuc reporter, luminescence, 48 h; response scale: scaled: vehicle 0%, 10 µM genistein 100% | Potency, µM (titrated, usually from 46.1 µM), without a hit: at the top dose activation, most hits filed as activators | hit rate 1.1% among 380,000 | AID 624202; further: potency means the concentration at half of the fitted maximal effect; nearly all actives have a fitted effect of over 80% in size; some results filed as inactive show a strong effect at the top dose
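Cells: MCF7-BRCA1-FFLuc, 2000/well. Exposure: 48 h, 37 °C, 5% CO2. Read: luminescence, 15 min post-substrate. Controls: genistein 10 microM (maximal activation), DMSO (neutral).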
* = called active by the depositor; i = inactive; u = inconclusive; x = not tested or not shown; [ ] = dose if it differs, or a comment. Unless noted, the call rests on the fitted dose curve; in most records, active means well fitted curve in the direction sought with a large enough effect; inconclusive means small, poorly fitted or top-dose-only effect, or another doubt; inactive means no such curve, though single readings can be large; an effect the other way counts as inactive or inconclusive.

SMILES | USP2a block | p53 reactivation | B2AR arrestin | uPA surface inh | TSG101-PTAP inh | TRPV1 agonist | Integrin act MD | ASM inhibitor | ELG1 genotoxic | Eya2 phos inh | BRCA1 expr up
O=C(c1cc2c(s1)CCCC2)N1CCN(S(=O)(=O)c2ccccc2)CC1 | -1% | 2% | -0.3% | -1% | -1% | 28 | -7% | 2% | 5% | -29% | -14%
O=C(NCC(O)c1ccc([N+](=O)[O-])cc1)C1CCCCC1 (centres undefined) | -1% | -1% | -0.1% | 15% | -3% | -2 | -1% | -4% | 0% | -20% | -15%
C=CCNc1nc(Cl)nc(Nc2cc(Cl)ccc2OC)n1 | 0% | -1% | -0.3% | 0% | -1% | 18 | 1% | -3% | -2% | 9% | -27%
COc1ccc(CN(C(=O)c2snc(C(N)=O)c2N)C(C(=O)NC2CCCC2)c2ccc(OC)c(OC)c2)cc1 (centres undefined) | 1% | -3% | 0.1% | -4% | -6% | 4 | -23% | 177%[activator] | -1% | 8% | -8%
Nc1c(N(Cc2ccco2)C(=O)c2cccc(F)c2)c(=O)[nH]c(=O)n1Cc1ccccc1 | 0% | -1% | -1.0% | 1% | 0% | -1 | 5% | 2% | 1% | -14% | 0%
COC(=O)c1ccc(NC(=O)c2ccccc2-c2ccccc2C(=O)O)cc1 | -2% | 0% | 11% | -7% | -2% | 0 | 0% | -1% | 3% | 1% | -8%
O=C(NCCS(=O)(=O)N1CCN(c2cccc(Cl)c2)CC1)C1CCCC1 | 1% | -5% | -0.1% | 5% | -2% | 8 | -6% | -1% | -7% | 7% | -8%
O=C(Nc1ccc(Oc2ccccc2)cc1)C1CCCN(c2ncccn2)C1 (centres undefined) | 1% | -3% | -1.1% | 4% | 1% | 22 | u | 0% | 2% | 0%[15.4 µM] | 9%
Cc1cc2nc(=O)c(/C=C3\C=Nc4ccccc43)c(N)n2o1 | 16% | 2% | 0.0% | 13% | -3% | 2 | 7% | 66% | -1% | -26% | 8%
Cc1nc2cc(NC(=O)c3cccc(S(C)(=O)=O)c3)ccc2o1 | -1% | 16% | -0.8% | -16% | -2% | 0 | -31% | 3% | 0% | 5% | 9%
CC(C)c1ccc(C(O)P(=O)(OCc2ccccc2)c2ccc(N(C)C)cc2)cc1 (centres undefined) | 0% | -1% | -1.1% | -23% | -7% | 11 | 10% | -12% | -8% | -28% | -38%
COc1ccc(C(=O)NC2CCC(O)CC2)cc1S(=O)(=O)NCc1ccc(Cl)cc1 (centres undefined) | 2% | -6% | -1.7% | 9% | -3% | 0 | 21% | -4% | -1% | -5% | -13%
CCCCn1c(SCC(=O)Nc2nnc(CC)s2)nc2ccccc2c1=O | 0% | 17% | -0.5% | x | -9% | 1 | 10% | 3% | -1% | 3% | 2%
Cc1c(NC(=O)CSc2ccccc2C(=O)Nc2cccnc2)c(=O)n(-c2ccccc2)n1C | 1% | -1% | 0.5% | -2% | -9% | 0 | 1% | 2% | 1% | -1% | -18%
Cc1cccc(C)c1NC(=O)CSc1nnc(-c2ccncc2)n1Cc1ccco1 | 1% | -10% | 0.1% | -7% | -8% | -1 | 21% | -1% | 1% | 12%[15.4 µM] | 28%
O=C1NC[C@H](Cc2ccccc2)N(CC2CCN(CCC34CC5CC(CC(C5)C3)C4)CC2)C1=O | x | x | x | -18% | -2% | x | -23% | -1% | x | x | -25%
CCC(=O)N1CCc2cc(S(=O)(=O)N(C)c3ccc(Br)cc3)ccc21 | -1% | -4% | 0.1% | 3% | 0% | -3 | -8% | -3% | -2% | 3% | -1%
Cc1c(Cl)cccc1NC(=O)c1nc(C)n(-c2cc(OC(C)C)c(Cl)cc2Cl)n1 | -5% | 15% | -0.2% | -6% | -5% | 5 | 13% | -5% | -4% | 1% | -3%[1.84 µM]
Cc1cc(C)cc(COc2ccc3c(C)c(CC(=O)O)c(=O)oc3c2C)c1 | 3% | 21% | -1.2% | -3% | 3% | -5 | u | 13% | 1% | 3% | 23%
CCc1ccc(S(=O)(=O)NCCc2cn3ccccc3n2)s1 | 5% | -4% | -0.2% | 1% | -1% | -2 | 36% | 4% | -3% | -5% | -14%
O=C(NCC1CCCO1)c1cc(S(=O)(=O)N2CCOCC2)c(Cl)cc1Cl (centres undefined) | -1% | x | 0.2% | 1% | 1% | 1 | u | 2% | -2% | 12% | -23%
CCC(C)[C@H](NC(=O)[C@@H]1CSC2c3ccccc3C(=O)N21)C(=O)N1CCCCC1 (some centres undefined) | 1% | 2% | -0.7% | 0% | -7% | 2 | -33% | -1% | 2% | 0% | -18%
CCc1ccc(N2C(=O)c3sc4nnc(-c5ccccc5)c(=O)n4c3C2=O)cc1 | 1% | 0% | -0.2% | 5% | -1% | 1 | -17% | -10% | 8% | -19% | -9%
O=C(NCc1ccc2[nH]c3c(c2c1)CCCC3)c1ccc(S(=O)(=O)N2CCCC2)cc1 | 2% | -4% | -0.4% | -17% | 4% | -3 | 1% | 1% | -1% | -4% | -26%
COc1ccccc1C(=O)n1nc(-c2ccc(Cl)cc2)nc1N | 1% | 18% | -0.9% | -7% | -4% | 10 | 25% | -3% | 7% | 5% | 26%
CCOC(=O)CSc1nnnn1-c1cc(OC)c(Cl)cc1OC | 1% | -4% | -0.8% | -5% | -5% | 5 | 17% | 6% | 2% | -25% | 0%
COC(=O)CNC(=O)c1c(C)cc(=O)oc1C | x | x | x | 14% | -6% | 3 | u | 2% | x | x | 24%
COc1cc(/C=C(/NC(=O)c2ccccc2)C(=O)Nc2cccc(O)c2)c([N+](=O)[O-])cc1OC | -1% | -3% | -0.6% | 11% | -10% | -2 | 17% | -6% | 0% | u | -22%
O=C1OCCN1C(=O)[C@H]1[C@H](c2ccccc2)C(c2cccc(Cl)c2)=NN1c1ccc(Br)cc1 | -1% | -4% | 0.0% | 8% | 1% | x | 37% | i | -2% | -10% | -26%
COc1cc(-c2nc(CN3CCCCC3CCNC(C)=O)c(C)o2)ccc1F (centres undefined) | 1% | 4% | 0.3% | 3% | -3% | 0 | u | 3% | -3% | 1% | -14%
COc1ccc(/C=C2/N=C(SC3CCOC3=O)N(c3cccc(OC)c3)C2=O)cc1 (centres undefined) | -13% | -18% | -1.5% | -5% | -7% | 1 | 15% | 28% | 0% | -5% | 8%
CSc1ccccc1C(=O)OCC(=O)NCCN1C(=O)CSC1=O | -3% | 0% | -1.1% | 0% | -1% | x | 5% | 0% | 2% | -2% | -4%
Cc1cc2ccccc2c(=O)n1CC(=O)Nc1ccc2c(c1)OCCO2 | -1% | 1% | -4.8% | -3% | 1% | 1 | 17% | -5% | 1% | 9% | -18%
O=C1c2ccccc2NC(c2ccc(-c3ccc(Br)cc3)o2)N1O (centres undefined) | 1% | u | 0.3% | x | 0% | 2 | -4%[7.66 µM] | -13% | -6% | 1% | -63%
CC1CCCC(NC(=O)CN(C)S(=O)(=O)c2cccc3cccnc23)C1C (centres undefined) | -3% | 0% | 0.3% | 10% | -6% | x | 4% | 0% | -8% | -9% | 3%
Cc1ccc(OCCn2c(=S)[nH]c3c(N)ncnc32)cc1 | 6% | -1% | 0.2% | 4% | 1% | -2 | 3% | 0% | 4% | 14% | 1%
Cn1c(=O)[nH]c(=O)c2c1nc(N)n2Cc1ccccc1 | 0% | -4% | 0.3% | -6% | -4% | 2 | 8% | 17% | u | -5% | -15%
COc1ccc(-c2cc(C(=O)Nc3cccnc3)no2)cc1OC | -3% | u | 4.7% | 3% | -1% | 18 | 21% | -1% | u | -19% | 27%
Cc1cc(S(=O)(=O)NC(C)C)ccc1OCC(=O)Nc1ccc2c(c1)OCCO2 | -2% | 5% | -0.3% | 1% | -2% | 1 | -3% | -4% | -2% | u | 14%
Cc1cccc(NS(=O)(=O)c2ccc(C(=O)NCC(c3ccccc3)N(C)C)cc2)c1C (centres undefined) | -1% | 18% | 0.2% | 2% | -1% | 1 | -51%[inhibitor] | 1% | -11% | -9% | -23%
COc1ccc(N2CCN(CC(O)COc3c(OC)cccc3OC)CC2)cc1 (centres undefined) | 6% | 5% | -0.1% | 6% | -5% | -1 | u | 3% | -3% | -2% | -18%

Screening data (PubChem)
